Screening data from PubChem.
NR2E3 ag-1: agonists of human nuclear receptor NR2E3. Q9Y5X4. GST-NR2E3/biotin-RetCOR TR-FRET, 1536-well. inhibition of corepressor binding, % at 4.78 µM. actives 0.12% (n = 320,000). AID 2300;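 active = percent inhibition above the cutoff of mean plus 3 SD of all tested compounds, set per screening campaign, cut at about 20% in these data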;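 also: 0% = DMSO wells and 100% = biotin wells as full block of FRET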
Target sequence (Q9Y5X4 whole entry, looked up): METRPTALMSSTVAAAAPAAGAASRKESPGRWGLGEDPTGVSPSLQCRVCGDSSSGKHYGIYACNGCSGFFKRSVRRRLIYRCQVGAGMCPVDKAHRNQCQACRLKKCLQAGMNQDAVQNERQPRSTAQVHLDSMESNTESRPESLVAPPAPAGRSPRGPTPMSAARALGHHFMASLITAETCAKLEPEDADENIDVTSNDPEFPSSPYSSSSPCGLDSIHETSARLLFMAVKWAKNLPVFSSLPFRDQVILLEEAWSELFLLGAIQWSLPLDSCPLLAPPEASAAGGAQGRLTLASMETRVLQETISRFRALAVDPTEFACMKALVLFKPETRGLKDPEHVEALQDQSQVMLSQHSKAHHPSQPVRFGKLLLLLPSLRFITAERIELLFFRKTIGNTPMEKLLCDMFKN
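Test system: GST-NR2E3 and biotin-RetCOR proteins | Quantity: 1.35 nM GST-tagged NR2E3 final | Medium: Tris pH 7.5 | Also added: 7 nM biotin-RetCOR | Dosing: Compound at 4.8 µM, single dose | Timing: 5 h at 4 °C | Detection: Time-resolved FRET | Read-out basis: Percent inhibition | Benchmarks: Biotin wells as high control, 0.6% DMSO wells as low control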
iPSC survival up: increases survival of single human iPS cells | hiPSC single-cell survival, ATPlite luminescence; 100% = ROCK inhibitor wells, 0% = DMSO | actives 0.044% (n = 360,000) | survival enhancement, % at 20 µM; in the data active = survival enhancement above about 18%;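 also: cells exposed to compounds for 16 hours before the ATP read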
Peg3 promoter: inhibitors of Peg3 promoter; HeLa PEG-Prom luciferase reporter, luminescence, overnight; inhibition, % at 20 µM; actives 1.7% (n = 360,000); AID 588405;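 active = inhibition of at least 50% at 20 µM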
HIF-2a block: inhibitors of HIF-2a; actives 0.72% (n = 360,000); 786-0 RCC cells HIF-2a reporter, luciferase luminescence, overnight; inhibition, % at 18.8 µM; AID 624352;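 active = inhibition of the luminescence signal of 40% or more relative to plate controls, in a single-dose primary screen at 18.75 µM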
PDI turbidity: PDI (human) enzyme inhibition. inhibition, % at 10 µM. actives 0.052% (n = 350,000). P07237. PDI insulin aggregation turbidity, A650, 90 min. AID 588391;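 active = mean inhibition across replicates of 30% or more, whatever share of single replicates reach that level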;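 also: absorbance from insulin aggregation driven by PDI reduction with DTT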
Target sequence (P07237 whole entry, looked up): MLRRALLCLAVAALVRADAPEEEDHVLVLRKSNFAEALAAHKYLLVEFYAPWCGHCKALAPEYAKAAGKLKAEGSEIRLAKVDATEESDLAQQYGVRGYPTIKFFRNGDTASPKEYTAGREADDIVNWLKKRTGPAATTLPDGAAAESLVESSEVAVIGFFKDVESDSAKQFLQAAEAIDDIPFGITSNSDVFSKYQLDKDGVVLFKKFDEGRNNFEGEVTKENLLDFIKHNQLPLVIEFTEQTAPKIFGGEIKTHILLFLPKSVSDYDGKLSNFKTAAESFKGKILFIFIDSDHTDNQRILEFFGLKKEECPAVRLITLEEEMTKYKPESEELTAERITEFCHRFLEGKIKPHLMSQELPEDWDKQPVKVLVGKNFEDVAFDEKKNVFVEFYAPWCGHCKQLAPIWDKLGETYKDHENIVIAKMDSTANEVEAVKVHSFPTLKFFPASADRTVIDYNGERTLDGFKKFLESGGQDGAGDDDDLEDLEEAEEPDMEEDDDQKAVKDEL
aDG glyco up: increases alpha dystroglycan glycosylation; Pro5-aDG cells, alpha-DG glycosylation AlphaScreen (IIH6); 0% Pro5, 100% B10-LARGE cell signal; activation, % at 10 µM; actives 0.22% (n = 360,000);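 active = activation of at least 8% versus controls, or a plate z-score of at least 8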;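 also: Pro5 are CHO cells carrying HIG-tagged alpha-DG that lacks glycosylation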
CaV13 ICDI inh: Primary screen for inhibitors of IQ motif and Ca2+-dependent inactivation inhibitor domain binding in CACNA1D, Förster resonance energy transfer in living cells, … | HEK cells, CFP/YFP FRET ICDI-IQ, plate reader, 10 min; percent FRET-ratio fall versus neutral wells | inhibition, % at 12.3 µM | actives 0.098% (n = 340,000);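 active = mean replicate inhibition of at least 30% and at least 1% of replicates passing that level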;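 also: 0% = median of the neutral control wells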
NR2E3 ag-2: activates human NR2E3 receptor; actives 0.35% (n = 360,000); AID 602229; CHO-S Gal4-NCOR/VP16-NR2E3 two-hybrid, luciferase; Q9Y5X4; inhibition of corepressor binding, % at 3.98 µM;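 active = inhibition above the mean of all tested compounds plus 3 SD, cut at about 70% in these data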;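 also: 0% = DMSO with NR2E3 transfected cells and 100% = cells lacking NR2E3 construct; higher means lower luciferase signal from less NR2E3 corepressor binding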
Granule exo inh: lytic granule exocytosis inhibition; TALL-104 LAMP-1 surface exposure, flow cytometry; cells stimulated with thapsigargin and PMA; inhibition, % at 10 µM; actives 0.66% (n = 360,000);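 active = inhibition above about 55%, limit read from the data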
Vif inh: inhibitors of HIV Vif; inhibition, % at 7.49 µM; AID 602346; HEK293T cells, Vif self-association by quenched fluorescence, imaging, 24 h; actives 0.35% (n = 340,000); in the data active = inhibition above about 50%, passing the limit was not always enough; also: some results filed as inactive read as strong as hits
MITF TRPM1 inh: reduces MITF-dependent TRPM1 promoter luciferase signal; inhibition, % at 12.5 µM; actives 0.83% (n = 330,000); SK-MEL-5 TRPM1 promoter luciferase, 24 h;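 active = mean inhibition across replicates of 60% or more, whatever share of single replicates reaches that level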; also: values of inactives mirror those of a sister screen read the other way
The depositor's hits bear a star; / = not tested or not shown.

Order of values – NR2E3 ag-1	iPSC survival up	Peg3 promoter	HIF-2a block	PDI turbidity	aDG glyco up	CaV13 ICDI inh	NR2E3 ag-2	Granule exo inh	Vif inh	MITF TRPM1 inh
Cc1ccc(S(=O)(=O)/N=C2/C=C(Sc3ncn[nH]3)C(=O)c3ccccc32)cc1
 : 7	-2.2	106*	98*	-5	-0.1	/	106*	108*	0	91*
Cc1ccc(OCCC(=O)OCC(=O)NC(=O)c2ccccc2)cc1
 : -1	-0.3	2	-9	-1	0.3	-4	19	5	3	0
O=C(C1CCCC1)N(c1ccccc1)C1C=CS(=O)(=O)C1 (stereo unspecified)
 : 6	3.1	16	-3	1	-0.2	-5	-3	-2	-1	7
Cc1cc2cc3c(cc2nc1SCC(=O)Nc1ccccc1)CCC3
 : 0	-0.7	10	12	-8	0.0	/	3	-1	18	23
O=[N+]([O-])c1c(Nc2ccccc2O)ccc2nonc12
 : 1	-0.3	23	4	-13	-0.1	-5	-26	0	-2	2
O=C(NCCO)c1cc2ccccc2cc1O
 : 1	-0.2	-4	-26	2	-0.3	-7	-2	-2	/	8
COc1ccccc1CNS(=O)(=O)c1ccc(-n2cnnn2)c(C)c1
 : 2	-0.1	7	6	-2	0.2	-5	-16	-2	5	4
O=C(Nc1ccccc1)[C@@H]1CC=C[C@@H]2CCN(Cc3ccc(Cl)c(Cl)c3)C(=O)[C@@H]21
 : -3	1.5	34	11	-2	0.6	-9	-26	-1	-6	-4
COc1ccccc1NS(=O)(=O)c1cc(NC(=O)Nc2ccccc2)ccc1N1CCCCC1
 : 4	-3.0	-13	9	3	0.1	-5	-1	1	-3	8
O=C(NC(=S)N1CCCCC1c1cccnc1)c1ccc(F)cc1 (stereo unspecified)
 : 0	-0.3	-21	-8	-6	-0.5	-7	-9	-3	8	-2
Cc1ccc(C(=O)Nc2ccccc2Cl)cc1
 : 1	1.3	-271	-256	4	-0.1	-3	-92	-6	0	-54
O=C(O)c1ccc(C(=O)c2ccc3c(c2)C(=O)N(CC2CCCO2)C3=O)cc1 (stereo unspecified)
 : 1	0.5	3	11	15	-0.1	-7	8	4	1	6
Cc1sc2ncnc(Sc3ccccc3C(=O)Nc3ccc(C#N)cc3)c2c1C
 : -10	-1.8	3	1	9	-0.1	-14	3	9	-24	23
CCNC(=O)C1(C)CCN1CCC(=O)c1ccc(Br)cc1 (stereo unspecified)
 : /	-2.2	-3	7	-8	0.2	-8	-13	3	-10	/
CCS(=O)(=O)N1CCC(N2CCN(c3ccccc3)CC2)CC1
 : 3	0.2	52*	10	-11	-0.1	-2	-1	-7	-11	2
[N-]=[N+]=CC(=O)CC(c1ccccc1)N1C(=O)c2ccccc2C1=O (stereo unspecified)
 : 2	1.8	-25	-42	-2	0.1	-4	-23	1	25	-14
COc1ccc(CCC(=O)NCc2cn3ccsc3n2)cc1
 : 2	0.3	14	-12	0	0.1	-15	17	3	-5	-2
COC(=O)c1ccccc1Oc1ccc(NC(=O)CCCl)cc1
 : -2	-0.1	-9	5	-1	-0.1	7	-12	0	-4	7
CC(c1ccco1)N(C(=O)C12CC3(C)CC(C)(CC(C)(C3)C1)C2)c1ccccn1 (stereo unspecified)
 : 3	-0.8	16	5	4	-0.1	-4	-3	5	12	-1
CCC(=O)Nc1ccc2c(c1)nc(CCN1CCCCC1)n2C
 : -11	-0.6	16	17	4	-0.1	-1	-22	-3	-13	/
COCCn1c(SCC(=O)NNC(=O)Cc2ccccc2)nc2ccccc2c1=O
 : 4	2.5	10	20	11	-0.5	-4	-13	-8	0	-6
COc1ccc(NC(=S)/N=C(\N)Nc2nc(C)c3ccccc3n2)cc1
 : -8	-0.3	27	-39	-6	0.0	-5	1	-2	1	9
Cc1nnc(SCC(=O)NNC(=O)C(C)C)[nH]c1=O
 : -1	-0.8	-6	-17	-4	-0.1	/	-7	6	3	-3
O=C(Nc1ccc(N2CCN(C(=O)c3ccccc3)CC2)c(Cl)c1)c1ccc(Br)o1
 : 2	-1.9	50*	-2	2	0.2	-7	9	-2	-11	10
CC1CC2(CCCC2)N(C(=O)c2ccccc2)Cc2ccccc21 (stereo unspecified)
 : 2	-1.1	27	30	7	0.4	-3	0	2	12	2
CN1c2ccccc2C(=O)NC1c1ccc([N+](=O)[O-])s1 (stereo unspecified)
 : 0	-0.6	8	23	-8	0.4	-5	-13	0	-2	5
Cc1c(Cl)cccc1NC(=O)NCCCN1CCCC1=O
 : 0	-0.6	5	-6	12	0.0	-3	-34	-5	3	-8
CCOC(=O)COc1c(/C=N\O)cc(Cl)cc1OC
 : 2	4.7	13	4	0	-0.2	6	-4	-2	6	11
Cc1c(C(=O)NCc2cccc(C(F)(F)F)c2)sc(=O)n1Cc1ccccc1F
 : /	4.9	17	6	-1	0.8	-8	26	-4	-5	/
CCN(C(=O)COC(=O)CN1C(=O)c2ccccc2C1=O)c1ccccc1
 : /	-0.2	3	4	-2	-0.4	-3	-11	0	3	2
Cc1ccc(OCC(=O)N/N=C/c2cccn2C)cc1C
 : 1	-0.1	-15	-14	2	0.0	-4	-3	-1	-3	-3
COc1ccc(Cl)c(OC)c1C(=O)NC(=O)Nc1nc(C)nc(C)n1
 : -2	-0.1	3	15	-1	-0.1	/	-54	-1	2	7
COC(=O)c1c(N2C(=O)CC(Sc3ccccc3C(=O)O)C2=O)sc2c1CCCC2 (stereo unspecified)
 : 4	1.3	-5	7	-7	0.0	-6	-19	-4	0	-8
O=C(COC(=O)CNC(=O)c1ccccc1Cl)NC1CCCC1
 : /	1.4	-8	5	-1	0.2	-5	-10	-4	30	2
O=C(c1ccc2c(c1)OCO2)N1CCN(c2ccc(C(F)(F)F)cn2)CC1
 : -1	-0.4	2	-2	-1	-0.1	-5	-10	4	-1	4
Cc1ccc(N(C)C2=NC(=O)CS2)cc1Cl
 : 1	1.2	-8	19	-4	0.0	1	-19	11	2	6
COc1ccc(OC)c(C(c2nnnn2C2CCCC2)N2CCN(c3ccc(F)cc3)CC2)c1 (stereo unspecified)
 : 2	-3.6	8	11	-2	-0.1	-6	-15	-4	-8	10
O=S(=O)(NCc1nnnn1-c1ccc(F)cc1)c1ccc(F)cc1
 : /	0.2	-2	2	-3	-0.1	-5	1	0	21	/
Nn1c(CN2CCCCC2)nc2ccccc2c1=O
 : 2	0.7	6	6	13	-0.2	/	-21	3	38	-9
COc1ccc(C(=O)Cc2cc3cccc(OC)c3oc2=O)cc1
 : 4	0.1	-134	-176	0	0.0	-4	-35	10	-9	-37
Cc1cc(F)ccc1NCc1ccc([N+](=O)[O-])cc1
 : 0	-1.0	-47	-89	3	1.4	-6	14	2	26	-47
Cc1ccccc1N1CCN(Cc2nc(Cc3ccccc3)no2)CC1
 : -1	0.2	-20	-17	2	0.0	-2	-10	6	-3	-3
O=C1Nc2ccc(Br)cc2C1(O)c1ccc(F)cc1 (stereo unspecified)
 : -1	-0.1	10	16	-6	0.0	-21	-22	-4	-6	21
COc1ccc(-c2cc3nnc(-c4ccccc4)nc3s2)cc1
 : -2	1.0	-57	-51	-2	0.1	/	-71	4	20	11
Cc1ccc(/C(O)=C2/C(=O)C(=O)N(CCN3CCOCC3)C2c2ccccn2)cc1 (stereo unspecified)
 : -1	3.9	-13	-39	4	-0.1	-4	-41	3	1	1
O=C(CN1CCc2[nH]c3ccccc3c2C1)N1CCCCC1
 : -5	-1.1	8	-2	6	-0.2	-5	-23	-2	4	4
COc1ccc(Cc2c(C(C)(C)C)nc3ccc(C)cn23)c(C)c1
 : /	-1.0	-25	-15	/	-0.2	-7	1	-7	/	/
Cc1ccc(S(=O)(=O)NCc2ccc(C(=O)NCCCN3CCC(Cc4ccccc4)CC3)cc2)cc1
 : 0	-1.2	6	20	1	0.5	-2	-30	9	-1	1
CC(C(=O)Nc1ccccc1F)N1CCN(S(=O)(=O)c2ccc(C(F)(F)F)cc2)CC1 (stereo unspecified)
 : /	-0.5	-10	0	2	0.1	-6	4	-1	3	-3
COc1ccc(-c2nc3n(c2Br)CCC3)cc1
 : 0	-3.3	-274	-234	-2	-0.4	/	-50	-6	3	-38

Record cards, as listed above:
Results for COc1ccc(-c2cc3nnc(-c4ccccc4)nc3s2)cc1 = NR2E3 ag-1 = -2; iPSC survival up = 1.0; Peg3 promoter = -57; HIF-2a block = -51; PDI turbidity = -2; aDG glyco up = 0.1; CaV13 ICDI inh = /; NR2E3 ag-2 = -71; Granule exo inh = 4; Vif inh = 20; MITF TRPM1 inh = 11
Results for CC(C(=O)Nc1ccccc1F)N1CCN(S(=O)(=O)c2ccc(C(F)(F)F)cc2)CC1 (stereo unspecified) = NR2E3 ag-1 = /; iPSC survival up = -0.5; Peg3 promoter = -10; HIF-2a block = 0; PDI turbidity = 2; aDG glyco up = 0.1; CaV13 ICDI inh = -6; NR2E3 ag-2 = 4; Granule exo inh = -1; Vif inh = 3; MITF TRPM1 inh = -3

(list continues)
Order of values – NR2E3 ag-1	iPSC survival up	Peg3 promoter	HIF-2a block	PDI turbidity	aDG glyco up	CaV13 ICDI inh	NR2E3 ag-2	Granule exo inh	Vif inh	MITF TRPM1 inh
CCOC(=O)c1sc(NC(=O)CSc2nncn2C)nc1C
 : -1	-1.8	-42	-59	-4	-0.1	-5	-26	-4	-1	-28
CC(OC(=O)CNC(=O)c1ccc(Cl)c([N+](=O)[O-])c1)C(=O)NC1CCCCC1C (stereo unspecified)
 : /	-0.4	9	2	4	0.7	-12	-22	7	14	1
CCOc1cc(-c2nc(-c3ccncc3)no2)cc(OCC)c1OCC
 : 5	-3.8	17	11	-5	0.5	/	16	1	5	-2
O=c1c2ccccc2nc(/C=C/c2cccc(Br)c2)n1CCCO
 : 0	0.2	24	13	-4	-0.1	-5	16	1	/	9
CCn1ncc(CNC(=O)CCSc2nc(-c3ccco3)cc(C(F)(F)F)n2)c1C
 : 0	-3.0	13	9	0	0.0	/	5	11	-11	11
CC(=O)c1ccc(S(=O)(=O)Nc2ccc(-n3cnnn3)cc2)cc1
 : 3	-0.4	-3	0	-5	0.1	-6	-9	-7	13	3
O=C(NCC(=O)N(c1ccc(F)cc1)C(C(=O)NC1CCCCC1)c1cccnc1)c1ccco1 (stereo unspecified)
 : 0	-0.3	-8	8	4	0.3	-3	-23	-4	-18	-6
CCOC(=O)c1ccc(-n2cccc2/C=C2\NC(=O)NC2=O)cc1
 : 0	-1.6	21	7	1	-0.1	-9	-25	-1	-2	24
O=C(Nc1ccccc1C(=O)N1CCOCC1)c1ccc(F)cc1
 : 1	3.4	1	12	2	-0.1	-1	5	-4	-13	-3
Cc1cccc(NC(=O)CNC(=O)CN2C(=O)NC(C)(CCC(C)C)C2=O)c1C (stereo unspecified)
 : /	0.5	5	-4	5	-0.1	-7	23	15	-10	1
COc1cc(C#Cc2c(-c3cncn3C)n(C)c3ccc(-c4cnc(N5CCOCC5)nc4)cc23)cc(OC)c1
 : /	4.7	-50	-241	9	1.7	-11	-57	1	2	-88
Cc1ccc(Cl)cc1NC(=O)COC(=O)C1CCCC1
 : 6	2.4	3	16	-18	-0.2	/	-14	-1	7	-10
CCn1c(SCC(=O)Nc2nc(C)c(C)s2)nnc1-c1cccs1
 : 2	-1.1	17	5	-6	0.0	-5	-7	1	-4	-1
